High-throughput results (PubChem)
AID inh = blocks human AID cytidine deaminase activity | Potency, µM (top dose mostly 115 µM), without a hit: at the top dose activity change, negative = inhibition, usual class: inhibitors | Q9GZX7 | AID deamination FRET fluorescence, UDG-coupled, 4 h | 91,000 compounds, 0.32% hits; note: nearly all actives have a fitted effect of over 25% in size
Target sequence (Q9GZX7 whole entry, looked up): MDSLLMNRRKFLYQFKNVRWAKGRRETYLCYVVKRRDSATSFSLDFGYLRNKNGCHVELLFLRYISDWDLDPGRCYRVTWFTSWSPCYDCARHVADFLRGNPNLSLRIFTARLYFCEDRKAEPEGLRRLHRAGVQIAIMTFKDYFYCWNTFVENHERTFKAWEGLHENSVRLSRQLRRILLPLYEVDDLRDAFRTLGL
UDG counter = blocks uracil-DNA glycosylase in AID counter-screen; 91,000 compounds, 0.14% hits; FRET deamination/UDG coupled assay, UDG read, 4 h; Potency, µM (highest dose often 115 µM), inactives show at the highest dose activity change, negative = inhibition, usual class: inhibitors; note: nearly all actives have a fitted effect of over 65% in size
* = called active by the depositor; [ ] = remark or other dose. Calls come from the whole dose curve; as a rule, active = well fitted curve in the direction sought with a large enough effect; inconclusive = small, poorly fitted or top-dose-only effect, or another doubt; inactive = no such curve, though single readings can be large; an effect the other way counts as inactive or inconclusive. % is set by controls: 0 for no effect and ±100 for the full control effect; potency is the fitted concentration of half-maximal effect. A portion of the library; count on the stated rates, not on these rows.

`CCOC(=O)N1CCc2c(sc(NCc3ccc(N(CC)CC)cc3)c2C(=O)Nc2cc(OC)ccc2OC)C1` gave AID inh 284%[activator] and UDG counter -12%.
Screening O=C(Nc1ccc(F)cc1F)c1noc2c1CCc1ccccc1-2 returned AID inh 10% and UDG counter 17%.
Screening Cc1ccc2c(c1)c1c(c(=O)n(-c3ccccc3C)c(=O)n1CC(=O)N1CCCC1)n2C returned AID inh 25% and UDG counter 10%.
CCOc1cc(Cl)c(S(=O)(=O)n2ccnc2)cc1Cl was read as AID inh 0% and UDG counter -3%.
O=C(/C=C/C(=O)c1ccc(Cl)cc1)c1ccccc1 was read as AID inh 37%[activator] and UDG counter -6%.
`CC1=C(C(=O)Nc2ccccc2Cl)C(c2cccc(O)c2)n2ncnc2N1` (centres undefined) gave AID inh 15% and UDG counter 2%.
O=C(NCc1ccco1)c1nn(Cc2ccccc2)c(=O)c2ccccc12 was read as AID inh -19% and UDG counter inconclusive.
For Cc1ccccc1OCC(=O)Nc1ccc(C(=O)OCc2cc(=O)n3ccsc3n2)cc1 the results were AID inh 19% and UDG counter -1%.
Screening COCCNc1oc(-c2ccc(COc3ccc(OC)cc3)o2)nc1C#N returned AID inh 33%[activator] and UDG counter -5%.
For COC(=O)c1ccc(NC(=O)c2ccc(CNC(=O)OC(C)(C)C)cc2)cc1 the results were AID inh 2% and UDG counter 5%.
`C=CCOc1ccccc1N` gave AID inh 3% and UDG counter 2%.
`O=C(NCc1ccccc1)C1CCN(S(=O)(=O)/C=C/c2ccccc2)CC1` gave AID inh 2% and UDG counter -5%.
`COc1ccc(-n2nc3ccc(NC(=O)c4c(OC)cccc4OC)cc3n2)cc1` gave AID inh 130%[activator] and UDG counter 2%.
CNC(=S)NNC(=O)C1CCCCC1 was read as AID inh -2% and UDG counter 0%.
Clc1ccc(NCc2nnc3n2CCCCC3)cc1Cl was read as AID inh -5% and UDG counter 1%.
Screening CCOc1cccc(-c2cc(C(=O)NCCCN3CCOCC3)c3ccccc3n2)c1 returned AID inh -3% and UDG counter -6%.
CCc1cccc2sc(N3CCN(C(=O)c4cc5ccccc5cc4OC)CC3)nc12 was read as AID inh inconclusive and UDG counter -14%.
Screening CCN(CC)S(=O)(=O)c1ccc2[nH]c(=O)cc(C(=O)N(C)Cc3ccccc3C)c2c1 returned AID inh 0% and UDG counter 4%.
For COc1ccc(-c2noc(-c3cc(C(C)C)[nH]n3)n2)cc1 the results were AID inh -20% and UDG counter -14%.
For Cc1cc(F)ccc1NC(=O)CCS(=O)(=O)c1cc2c(cc1C)NC(=O)CO2 the results were AID inh -26% and UDG counter -5%.
`Cc1ccc(NC(=O)C(Cc2c[nH]c3ccccc23)NC(=O)OC(C)(C)C)c(C)c1` (centres undefined) gave AID inh 0% and UDG counter -4%.
Screening Cc1nc2ccccc2n1CCc1nc2c3ccccc3nc(SCC(=O)Nc3ccc(Br)cc3F)n2n1 returned AID inh -7% and UDG counter 42%[activator].
Screening O=C(CCc1ccccc1)NCC12CC3CC(CC(C3)C1)C2 returned AID inh -5% and UDG counter -7%.
Screening COc1cc(OC)c(NC(=O)Cn2cnc3c(nc4n3CCCCC4)c2=O)cc1Cl returned AID inh 29%[57.5 µM] and UDG counter 5%[57.5 µM].
For O=C(O)Cn1cc(C(C(=O)O)N2CCN(c3ccccc3)CC2)c2ccc(F)cc21 (centres undefined) the results were AID inh -9% and UDG counter -17%.
`CCN(C(=O)Cn1c(C(=O)OC)cc2sccc21)c1cccc(C)c1` gave AID inh -15% and UDG counter 5%.
For COc1ccc(CC(=O)NC(C)c2nnc(SCc3ccc(Cl)cc3Cl)n2C)cc1 (centres undefined) the results were AID inh -7% and UDG counter -5%.
Screening Fc1cccc(-c2nc(COc3ccc(Br)cc3F)co2)c1 returned AID inh -10% and UDG counter -8%.
For COC(=O)c1ccc(NC(=O)CSc2nc3cc4ccccc4cc3[nH]2)cc1 the results were AID inh -4%[57.5 µM] and UDG counter -4%[57.5 µM].
`NC(=O)c1ccc(NC(=O)/C=C/c2ccc(Cl)c(C(F)(F)F)c2)cc1` gave AID inh -5% and UDG counter -3%.
For CCCn1nc(C(=O)OCCOc2c(Cl)cccc2Cl)c2ccccc2c1=O the results were AID inh -12% and UDG counter -5%.
Screening COC(=O)c1ccccc1NC(=O)Cc1noc2ccc(C)cc12 returned AID inh 3% and UDG counter 4%.
CC(C)(C)OC(=O)N1CCC(c2c(C(=O)NCc3ccco3)cnn2-c2ccc(F)cc2)CC1 was read as AID inh -15% and UDG counter -16%.
`CCOCc1ccccc1CNS(=O)(=O)c1cc(Cl)cc(Cl)c1` gave AID inh -1% and UDG counter -2%.
`O=C(Nc1ccc2c(c1)OCO2)c1cc(-c2ccc(Cl)cc2)on1` gave AID inh 66%[activator] and UDG counter inconclusive.
Screening COC(=O)Cn1c(=O)c2c(nc(-n3nc(C)cc3C)n2Cc2ccc(F)cc2)n(C)c1=O returned AID inh 1% and UDG counter 3%.

Sorted by heavy-atom count (smallest number first): some entries from above.
Screening COC(=O)c1ccccc1NC(=O)Cc1noc2ccc(C)cc12 returned AID inh 3% and UDG counter 4%.
`CCN(C(=O)Cn1c(C(=O)OC)cc2sccc21)c1cccc(C)c1` gave AID inh -15% and UDG counter 5%.
For CCCn1nc(C(=O)OCCOc2c(Cl)cccc2Cl)c2ccccc2c1=O the results were AID inh -12% and UDG counter -5%.
For O=C(O)Cn1cc(C(C(=O)O)N2CCN(c3ccccc3)CC2)c2ccc(F)cc21 (centres undefined) the results were AID inh -9% and UDG counter -17%.
Screening COC(=O)Cn1c(=O)c2c(nc(-n3nc(C)cc3C)n2Cc2ccc(F)cc2)n(C)c1=O returned AID inh 1% and UDG counter 3%.
CC(C)(C)OC(=O)N1CCC(c2c(C(=O)NCc3ccco3)cnn2-c2ccc(F)cc2)CC1 was read as AID inh -15% and UDG counter -16%.

(further entries)
For CCc1ccc(-c2ccc(C(=O)Oc3ccc(Br)cc3)cc2)nc1 the results were AID inh 8% and UDG counter 2%.
`Cc1c(OCc2ccc(C(C)(C)C)cc2)ccc2c(-c3ccccc3)cc(=O)oc12` gave AID inh -3% and UDG counter 2%.
`COc1ccc(CCNC(=O)c2ccc3c(c2)sc2nc(-c4ccccc4)cn23)cc1OC` gave AID inh 9% and UDG counter 1%[57.5 µM].
`CCOc1ccc(-n2c(/C=C/c3cccc(F)c3)nc3cc(OC)c(OC)cc3c2=O)cc1` gave AID inh inconclusive and UDG counter inconclusive.
Screening CCNC(=O)c1cccc(NC(=O)C2CCCC2)c1 returned AID inh 3% and UDG counter 4%.
`O=C(Nc1ccc2oc(-c3ccc4ccccc4c3)nc2c1)c1ccc(Cl)c(Cl)c1` gave AID inh 5% and UDG counter 4%[57.5 µM].
Cc1c(C(=O)NCC(C)C)nnn1-c1ccc(Br)cc1 was read as AID inh -4% and UDG counter 3%.
For O=C(/C=C/c1ccco1)NC1CCC(c2ccccc2)CC1 (centres undefined) the results were AID inh 9% and UDG counter -4%.
For O=C(NCCc1ccc(Cl)cc1)C1CC2CCC(C1)C21SCCS1 (centres undefined) the results were AID inh -8% and UDG counter 3%.
COCCN1C(=O)c2[nH]nc(-c3ccccc3O)c2C1c1ccc(Cl)c(Cl)c1 (centres undefined) was read as AID inh -17% and UDG counter 3%.
For CCn1c(=O)c2c(nc(-n3nc(C)cc3C)n2Cc2c(F)cccc2Cl)n(C)c1=O the results were AID inh -1% and UDG counter 5%.
Screening O=[N+]([O-])c1c(NC2CCN(C3CC3)CC2)ccc2ncccc12 returned AID inh -4% and UDG counter 1%.
For N#CCCCCOC(=O)c1ccc(Oc2ccc(C(=O)OCCCCC#N)cc2)cc1 the results were AID inh -16% and UDG counter -9%.
`CCN1C(=O)c2ccccc2Sc2ccc(NC(=O)Nc3cccc([N+](=O)[O-])c3C)cc21` gave AID inh -6%[57.5 µM] and UDG counter -10%[57.5 µM].
Screening COc1ccc(C(=O)N2CCN(c3nc4c(OC)cccc4s3)CC2)cc1OC returned AID inh -5% and UDG counter 0%.
`Cc1ccc2c(CN3C(=O)NC4(CCCC4)C3=O)cc(=O)oc2c1` gave AID inh 0% and UDG counter -3%.
For O=C(NCc1cccc(Cl)c1)c1cc2cc(Cl)ccc2[nH]1 the results were AID inh -4% and UDG counter 3%.
For O=C(NCc1ccc2c(c1)CCN2C(=O)c1ccc(F)cc1)c1cc2ccccc2[nH]1 the results were AID inh -16% and UDG counter 15%.
`O=C(NC(NC(=O)c1ccccc1)c1cccc(F)c1)c1ccccc1` gave AID inh 3% and UDG counter -5%.
`Cc1ccc(NC(=O)CSc2nc3ccccc3c3nc(CCn4c(C)nc5ccccc54)nn23)cc1F` gave AID inh inconclusive and UDG counter 8%.
Cc1cc(C)cc(-n2c(=O)c3sccc3n(CC(=O)NC3CCc4ccccc43)c2=O)c1 (centres undefined) was read as AID inh 2% and UDG counter -8%.
Screening CCCCNCc1ccc(F)cc1 returned AID inh -3% and UDG counter 8%.
Screening CCCCCc1ccc(-c2ccc(-c3ccc(O)cc3)cn2)cc1 returned AID inh -3% and UDG counter -2%.
`CN1C(=O)C(C)(C)c2cc(S(=O)(=O)NCc3ccc(C(=O)Nc4ccc(Cl)cc4)cc3)ccc21` gave AID inh 11% and UDG counter 1%.
Screening CCN(CC)c1ccc(NC(=O)CSc2nc3ccccc3c(=O)[nH]2)cc1 returned AID inh 2% and UDG counter -7%.
Screening O=C(CCc1ccccc1)Nc1c(NC2CCCCC2)c2ccccc2oc1=O returned AID inh -7% and UDG counter -4%.
For CCn1c(=O)c2c(nc(-n3nc(C)cc3C)n2Cc2c(Cl)cccc2Cl)n(C)c1=O the results were AID inh -4% and UDG counter 4%.
For COc1cccc(-n2c(=O)c3c(C)c(C)sc3n(CC(=O)NCc3ccccc3)c2=O)c1 the results were AID inh 22% and UDG counter -26%.
`CCCCOc1ccc(C(=O)Nc2ccc3c(c2)N(C(C)=O)CCC3)cc1` gave AID inh 28% and UDG counter 0%.
`Cc1ccc(N2CC(c3nc4ccccc4n3CCC3CCCCC3)CC2=O)cc1` (centres undefined) gave AID inh -26% and UDG counter inconclusive.
`Cc1cc(C)cc(C(=O)Nc2ccc(N(C)C)cc2)c1` gave AID inh 9% and UDG counter 0%.
Screening Cc1ccccc1Cn1cnc2c(oc3ccccc32)c1=O returned AID inh 2% and UDG counter 2%.
Screening COc1ccc(NS(=O)(=O)c2ccc3[nH]c4c(c3c2)CCCC4)c(OC)c1 returned AID inh -4% and UDG counter 0%.
`Cn1cccc1/C=C(\C#N)c1ccc(Cl)cc1` gave AID inh -13% and UDG counter -10%.
Screening CCCCN1C(C(=O)c2ccccc2)=C(OC(C)=O)c2ccccc2S1(=O)=O returned AID inh inconclusive and UDG counter -7%.
`O=C(Cn1cc(SCc2c(F)cccc2Cl)c2ccccc21)N1CCCC1` gave AID inh 39%[activator] and UDG counter -3%.

In the list so far, these have a nitro group on carbon:
Screening O=[N+]([O-])c1c(NC2CCN(C3CC3)CC2)ccc2ncccc12 returned AID inh -4% and UDG counter 1%.
`CCN1C(=O)c2ccccc2Sc2ccc(NC(=O)Nc3cccc([N+](=O)[O-])c3C)cc21` gave AID inh -6%[57.5 µM] and UDG counter -10%[57.5 µM].

Next structures follow:
For CC(Sc1nc2ccc(F)cc2c(=O)[nH]1)C(=O)NC1CCCCC1 (centres undefined) the results were AID inh -4% and UDG counter 4%.
`COC(=O)c1c(COc2ccc(C)nc2[N+](=O)[O-])nc2ccccc2c1C` gave AID inh -6% and UDG counter -7%.
For CCc1ccc(NS(=O)(=O)c2ccc(-c3cc(C)no3)cc2)cc1 the results were AID inh 8% and UDG counter 1%[57.5 µM].
Screening Cc1cc(Cl)ccc1NC(=O)Cc1ccc(NC(=O)N2CCCCc3ccccc32)cc1 returned AID inh 31%[activator] and UDG counter -5%.
O=C(Nc1ccc(Cc2ccncc2)cc1)Nc1ccc(Cc2ccncc2)cc1 was read as AID inh 4% and UDG counter -1%.
Screening Cc1cc(Nc2cc(F)ccc2C)nc(-n2nc(C)cc2C)n1 returned AID inh -23% and UDG counter -6%.
`O=S(=O)(Cc1ccccc1Cl)N1CCCc2ccccc21` gave AID inh -11% and UDG counter -8%.
`CCn1cnc2c1c(=O)n(CC(=O)N(C)Cc1ccc(Cl)s1)c(=O)n2Cc1ccccc1` gave AID inh -16% and UDG counter -5%.
COc1ccccc1CNC(=O)c1cccc(C)c1 was read as AID inh -2% and UDG counter 2%.
For CCS(=O)(=O)N1CCCc2cc(C(=O)Nc3c(C)cccc3C(C)C)ccc21 the results were AID inh -4% and UDG counter -8%.
`Cc1ccc(C(=O)/C=C/c2ccc(-c3cc(Cl)ccc3Cl)o2)cc1` gave AID inh -1% and UDG counter -2%.
Screening CCOC(=O)c1c(C)[nH]c(CCC(=O)Nc2ccc(C)c(F)c2)c1C returned AID inh -5% and UDG counter -2%[57.5 µM].
For CSc1ccc(CCNC(=O)c2ccc(CS(=O)Cc3ccc(Cl)cc3)o2)cc1 (centres undefined) the results were AID inh -6% and UDG counter -3%.
